hERG WT inh: blocks the wildtype human KCNH2 potassium channel; activity change, % at 1.84 µM; AID 720551; U2OS, BacMam KCNH2, thallium flux FluxOr; hits give low values; 0.37% of 340,000 active;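 active means maximum activity change below -70%; inconclusive means maximum activity change between -70% and -50%; inactive means maximum activity change above -50%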; further: on the % scale 0 is the no-effect control and ±100 the full control effect
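U2OS cells were transduced with wild-type KCNH2 virus (2.03 x 10^8 / mL) for 4 h at room temperature, then cultured overnight at 37 C. Thallium flux was read with FluxOr dye. Rate constants were normalized to DMSO controls.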
Tb PFK block: T. brucei PFK enzyme inhibition; T. brucei PFK, ADP-Glo luminescence; 0.17% of 330,000 active; Potency, µM (doses to about 57.5 µM), for inactives: at the top dose activity, negative = inhibition, usual class: inhibitors; AID 485367;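 further: potency means the concentration at half of the fitted maximal effect; 0% = uninhibited 1x PFK enzyme wells and -100% = no-enzyme wells; nearly all actives have a fitted effect of over 60% in size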
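ADP-Glo luminescence quantified ADP after 45 min at room temperature, with 1.25 nM T. brucei PFK, 0.1 mM ATP and 0.5 mM fructose-6-phosphate in pH 8.0 TEA buffer. qHTS titrations up to 57 µM; curves classified by quality.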
Giardia killer: Giardia lamblia killing. Giardia lamblia trophozoite viability. activity change, % at 7.66 µM, hits read low. 0.15% of 340,000 active. AID 540267; in the data active means activity change below about -80%; inconclusive means between about -30% and that limit;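 further: parasites exposed to compound for two days anaerobically before the ATP read; on the % scale 0 is the no-effect control and ±100 the full control effect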
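ATP-content bioluminescence gauges trophozoite survival. Cells (100/well) receive compound and incubate anaerobically for 48 hrs at 37 deg C; detection reagent follows for 15-30 min at room temperature.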
Coupling enz: coupling enzyme interference in Giardia aldolase counter-screen. coupling enzyme system counterscreen, AmpLite Red fluorescence. activity change, negative = inhibition, % at 58.2 µM, hits read low. 0.67% of 290,000 active. AID 2472; in the data active means activity change below about -30%; further: on the % scale 0 is the no-effect control and ±100 the full control effect
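Counterscreen lacking aldolase: glyceraldehyde-3-phosphate coupling-enzyme reagent preincubated 10 min at RT with compound (at 57.5 uM final), then substrate/coupling system with AmpLite Red added; fluorescence read at 525/598 nm after 20 min RT.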
TCR act: T cell receptor activation. primary human leukocytes, anti-CD3, IL-2 HTRF, 48 h. Potency, µM (titrated, usually from 9.22 µM), inactives show at the top dose activation of IL-2 secretion, usual class: activators. 330,000 tested, under 10 active. AID 504894; further: % of control where 0% means no effect
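Activity was scored as IL-2 release from primary human leukocytes given only a TCR signal (a-CD3 beads) plus compound for 48 hr. Detection used a two-antibody HTRF format read at 665nm.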
MLL CXXC-DNA inh: blocks binding of human MLL CXXC domain to DNA; MLL-CXXC / FITC-HOXA9 DNA fluorescence polarization; Potency, µM (doses to about 115 µM), for inactives: at the highest dose activity change, negative = inhibition, hits mostly inhibitors; Q03164; 0.037% of 290,000 active; active means well fitted inhibition curve with a large enough effect in the polarisation, with a control signal flat, not every such curve was filed as active; inconclusive means small, poorly fitted or top-dose-only effect, or effect the other way, or a change in a side signal; inactive means no such curve, though single readings can be large or run the other way; the % refers to the polarisation; further: potency means the concentration at half of the fitted maximal effect
Target sequence (Q03164 whole entry, looked up, the tested form may be a part): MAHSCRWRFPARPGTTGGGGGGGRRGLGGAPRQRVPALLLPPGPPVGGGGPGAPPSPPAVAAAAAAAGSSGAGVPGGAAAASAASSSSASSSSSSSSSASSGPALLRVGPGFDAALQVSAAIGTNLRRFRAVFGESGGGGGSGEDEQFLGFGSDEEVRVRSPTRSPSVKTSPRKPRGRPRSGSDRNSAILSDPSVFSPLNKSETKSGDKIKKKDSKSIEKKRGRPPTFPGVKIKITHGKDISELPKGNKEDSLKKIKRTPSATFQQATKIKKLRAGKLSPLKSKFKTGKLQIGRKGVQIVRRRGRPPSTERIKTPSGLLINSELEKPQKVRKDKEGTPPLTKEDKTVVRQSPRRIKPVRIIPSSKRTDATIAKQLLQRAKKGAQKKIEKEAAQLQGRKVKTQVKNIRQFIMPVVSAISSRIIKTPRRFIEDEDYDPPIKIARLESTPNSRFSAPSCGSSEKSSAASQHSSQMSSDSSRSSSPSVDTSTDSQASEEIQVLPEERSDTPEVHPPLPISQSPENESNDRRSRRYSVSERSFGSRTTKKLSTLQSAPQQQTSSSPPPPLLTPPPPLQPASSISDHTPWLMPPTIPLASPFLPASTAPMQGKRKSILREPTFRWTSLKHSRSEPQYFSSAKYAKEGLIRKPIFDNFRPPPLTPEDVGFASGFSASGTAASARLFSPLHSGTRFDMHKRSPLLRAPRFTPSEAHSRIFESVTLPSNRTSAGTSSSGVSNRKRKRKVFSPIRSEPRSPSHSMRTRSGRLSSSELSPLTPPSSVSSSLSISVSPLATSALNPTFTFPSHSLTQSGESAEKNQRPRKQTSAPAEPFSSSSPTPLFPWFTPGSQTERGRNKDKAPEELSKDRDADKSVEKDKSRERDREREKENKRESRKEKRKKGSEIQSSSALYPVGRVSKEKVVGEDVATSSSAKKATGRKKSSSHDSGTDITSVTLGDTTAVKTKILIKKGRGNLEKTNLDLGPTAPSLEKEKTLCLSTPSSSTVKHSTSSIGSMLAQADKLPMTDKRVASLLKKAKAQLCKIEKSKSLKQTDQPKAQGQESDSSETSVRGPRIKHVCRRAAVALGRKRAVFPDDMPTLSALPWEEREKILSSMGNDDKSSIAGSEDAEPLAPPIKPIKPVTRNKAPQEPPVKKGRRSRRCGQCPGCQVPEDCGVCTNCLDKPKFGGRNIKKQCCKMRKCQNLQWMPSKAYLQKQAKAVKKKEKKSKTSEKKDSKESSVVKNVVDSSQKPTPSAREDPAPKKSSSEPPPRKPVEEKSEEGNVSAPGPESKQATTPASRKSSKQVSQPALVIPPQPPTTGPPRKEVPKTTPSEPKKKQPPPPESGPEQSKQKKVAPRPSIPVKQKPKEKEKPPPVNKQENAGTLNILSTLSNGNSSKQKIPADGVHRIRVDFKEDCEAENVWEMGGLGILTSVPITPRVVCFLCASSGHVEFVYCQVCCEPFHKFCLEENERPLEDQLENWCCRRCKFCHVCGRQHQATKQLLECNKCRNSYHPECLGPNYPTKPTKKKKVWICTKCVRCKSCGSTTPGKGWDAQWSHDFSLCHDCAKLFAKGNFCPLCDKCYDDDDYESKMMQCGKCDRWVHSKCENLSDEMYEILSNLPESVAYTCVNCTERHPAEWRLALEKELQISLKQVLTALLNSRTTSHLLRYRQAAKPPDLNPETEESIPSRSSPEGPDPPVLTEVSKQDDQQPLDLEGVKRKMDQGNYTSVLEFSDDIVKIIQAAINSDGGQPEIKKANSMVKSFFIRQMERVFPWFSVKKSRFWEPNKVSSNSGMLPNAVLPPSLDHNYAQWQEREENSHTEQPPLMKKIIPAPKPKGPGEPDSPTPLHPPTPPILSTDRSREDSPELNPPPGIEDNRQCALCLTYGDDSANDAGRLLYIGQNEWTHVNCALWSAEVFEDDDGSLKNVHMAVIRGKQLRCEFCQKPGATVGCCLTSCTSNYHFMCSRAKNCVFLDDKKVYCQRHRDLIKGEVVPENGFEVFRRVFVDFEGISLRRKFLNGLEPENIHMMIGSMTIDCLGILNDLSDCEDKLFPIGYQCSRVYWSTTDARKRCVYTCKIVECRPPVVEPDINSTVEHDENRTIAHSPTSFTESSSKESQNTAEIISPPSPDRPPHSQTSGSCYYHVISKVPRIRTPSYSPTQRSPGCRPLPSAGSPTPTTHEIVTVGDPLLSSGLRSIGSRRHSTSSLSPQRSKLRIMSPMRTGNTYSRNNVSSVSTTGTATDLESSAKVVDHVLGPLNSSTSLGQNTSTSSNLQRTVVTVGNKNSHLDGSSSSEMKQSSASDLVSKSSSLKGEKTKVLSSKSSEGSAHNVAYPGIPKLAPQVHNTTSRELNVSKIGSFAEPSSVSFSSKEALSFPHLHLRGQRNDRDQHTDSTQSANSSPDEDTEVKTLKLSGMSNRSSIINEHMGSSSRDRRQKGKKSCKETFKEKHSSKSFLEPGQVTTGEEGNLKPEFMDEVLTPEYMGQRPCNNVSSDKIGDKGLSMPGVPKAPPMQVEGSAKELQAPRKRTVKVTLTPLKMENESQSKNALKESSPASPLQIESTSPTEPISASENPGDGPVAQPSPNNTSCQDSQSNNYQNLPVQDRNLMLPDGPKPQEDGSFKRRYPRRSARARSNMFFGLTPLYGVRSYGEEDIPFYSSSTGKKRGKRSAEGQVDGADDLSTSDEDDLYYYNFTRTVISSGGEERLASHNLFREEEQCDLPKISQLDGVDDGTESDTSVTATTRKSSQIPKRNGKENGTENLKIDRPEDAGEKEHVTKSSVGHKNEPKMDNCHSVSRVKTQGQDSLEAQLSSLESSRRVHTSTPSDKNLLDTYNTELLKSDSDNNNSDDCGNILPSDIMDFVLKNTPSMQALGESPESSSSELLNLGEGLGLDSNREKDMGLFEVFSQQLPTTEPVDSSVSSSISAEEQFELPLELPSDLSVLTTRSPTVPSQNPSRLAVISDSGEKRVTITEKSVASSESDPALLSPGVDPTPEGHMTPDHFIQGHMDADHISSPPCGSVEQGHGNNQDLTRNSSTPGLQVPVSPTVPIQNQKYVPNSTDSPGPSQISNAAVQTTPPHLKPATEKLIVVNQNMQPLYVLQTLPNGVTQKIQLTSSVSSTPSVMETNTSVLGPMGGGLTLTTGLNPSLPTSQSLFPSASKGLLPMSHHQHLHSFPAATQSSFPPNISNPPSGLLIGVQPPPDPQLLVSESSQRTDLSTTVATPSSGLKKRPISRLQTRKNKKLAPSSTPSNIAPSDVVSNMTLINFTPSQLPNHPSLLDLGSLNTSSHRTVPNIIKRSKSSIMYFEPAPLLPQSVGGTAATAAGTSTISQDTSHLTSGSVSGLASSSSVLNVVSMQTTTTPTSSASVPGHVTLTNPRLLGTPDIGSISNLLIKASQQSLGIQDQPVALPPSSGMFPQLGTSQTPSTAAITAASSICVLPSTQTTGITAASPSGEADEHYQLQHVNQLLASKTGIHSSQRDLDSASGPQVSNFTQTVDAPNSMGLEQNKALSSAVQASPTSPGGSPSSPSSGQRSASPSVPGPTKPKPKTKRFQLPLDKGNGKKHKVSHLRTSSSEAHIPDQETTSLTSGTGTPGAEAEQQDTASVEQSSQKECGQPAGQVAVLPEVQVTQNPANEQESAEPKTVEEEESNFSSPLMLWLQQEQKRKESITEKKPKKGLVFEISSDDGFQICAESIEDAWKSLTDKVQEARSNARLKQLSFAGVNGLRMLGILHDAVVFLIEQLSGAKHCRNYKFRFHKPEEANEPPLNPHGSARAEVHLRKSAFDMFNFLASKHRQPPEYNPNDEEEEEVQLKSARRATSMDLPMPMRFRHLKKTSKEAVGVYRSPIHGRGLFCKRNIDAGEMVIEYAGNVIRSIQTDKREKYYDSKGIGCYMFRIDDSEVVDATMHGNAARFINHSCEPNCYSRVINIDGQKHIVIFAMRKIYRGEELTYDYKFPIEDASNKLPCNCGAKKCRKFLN
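Steps: dispense CXXC domain solution (7 uM) → pin compounds or unlabeled HOX-A9 DNA control → 5 min ambient → add FLSN-HOX-A9 solution (50 nM) → spin → 30 min ambient → fluorescence polarization. Tris pH 7.5/NaCl/DTT/BSA buffer.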
Chronic BCR inh: chronic active BCR signaling inhibition. Potency, µM (titrated, usually from 46.1 µM), for the others: top-dose ratio change, negative = lower green/red ratio, hits mostly inhibitors. 0.05% of 340,000 active. AID 493014. ABC-DLBCL IkBa-CBG/CBR reporter, luminescence ratio, 4 h; active means well fitted inhibition curve with a large enough effect in the signal ratio, with a control signal flat, not every such curve was filed as active; inconclusive means small, poorly fitted or top-dose-only effect, or effect the other way, or a change in a side signal; the % refers to the signal ratio;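 further: potency means the concentration at half of the fitted maximal effect; plate controls were basal doxycycline-induced cells for no effect and cells given 10 µM MG132 for full effect; MG132 reads +100%, hits lower the ratio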
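Compounds up to 46 uM were incubated four hours with TMD8 cells whose green CBG68 luciferase is fused to IkappaBalpha; red CBR luminescence normalised the signal, and concentration-effect curves were fitted to fusion, red and ratio data.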
GALK inh: galactokinase (human) inhibition; 0.007% of 270,000 active; Potency, µM (doses to about 57.5 µM), inactives show top-dose activity change, negative = inhibition, hits mostly inhibitors; Purified GALK, Kinase-Glo residual ATP luminescence; P51570; further: potency means the concentration at half of the fitted maximal effect; on the % scale 0 is the no-effect control and ±100 the full control effect
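Galactose (100 uM) and ATP (35 uM) were turned over by 5 nM GALK for 1 h at RT. Kinase-Glo Plus then converted the remaining ATP into a luminescent signal.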
TSHR antagonist: human thyrotropin receptor antagonism; P16473; TSHR-expressing cells, TSH-stimulated cAMP HTRF, 2 h; hits give low values; activity change, negative = inhibition, % at 11.5 µM; 0.2% of 330,000 active; AID 504810;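 active means activity change below a set negative limit, meaning inhibition stronger than a set level, cut at about -70% in these data; inconclusive means activity change between two set negative limits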; further: on the % scale 0 is the no-effect control and ±100 the full control effect
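Read-out is FRET at 665 nm (cryptate excitation 337 nm) from a cryptate-tagged anti-cAMP antibody, competed by cell cAMP against cAMP-d2. Compounds are tested on freshly harvested TSHR cells challenged with 4nM TSH (EC80) for 2 hours at 37 deg C.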
A-T KAP1 phos: candidate therapy for ataxia-telangiectasia | […] A-T fibroblasts, KAP-1 phosphorylation AlphaLISA; neocarzinostatin DNA damage 30 min before lysis | Potency, µM (doses to about 57.5 µM), inactives show top-dose activation, usual class: activators | 0.19% of 320,000 active; further: potency means the concentration at half of the fitted maximal effect; % of control where 0% means no effect; nearly all actives have a fitted effect of over 45% in size
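hTERT-immortalized A-T patient fibroblasts ([…]), 500 cells/well in OPTI-MEM, 1% FBS, got compounds for 60 min, then NCS for 30 min at 37C. Lysates were then assayed for phospho-KAP-1 by AlphaLISA (anti-pKAP1 donor, anti-KAP1 acceptor beads), 6 hr at 25C.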
The depositor's hits bear a star; ? = inconclusive; . = not tested or not shown; [ ] = remark or other dose. Unless noted, the call rests on the fitted dose curve; in most records, active means well fitted curve in the direction sought with a large enough effect; inconclusive means small, poorly fitted or top-dose-only effect, or another doubt; inactive means no such curve, though single readings can be large; an effect the other way counts as inactive or inconclusive. Compounds were not picked by outcome; any-hit rate near 1.6%.

1) COc1cccc(NC(=O)N2CCN(c3cccc(C)c3)C(C)C2)c1 (stereo not drawn)
2) O=C(Cn1nc(-c2ccc3c(c2)OCCO3)ccc1=O)Nc1ccc(-n2cnnn2)cc1
3) O=C(Cc1cccs1)N1CCN(S(=O)(=O)c2ccc(F)c(F)c2)CC1
4) Cn1nnc2cc(NC(=O)Nc3cccc(C(F)(F)F)c3)ccc21
5) Cc1ccc(-c2cc(-c3ccccc3C)[nH]n2)c(O)c1
6) O=C(C1CC1)N1CCc2cc(Br)cc(S(=O)(=O)N3CCCCCC3)c21
7) COc1ccccc1CN(Cc1cc2cc3c(cc2[nH]c1=O)OCCO3)Cc1nnnn1Cc1ccco1
8) O=C(COC(=O)c1cc(-c2cccs2)nn1-c1ccccc1)Nc1ccc(F)c([N+](=O)[O-])c1

assay / entry | 1 | 2 | 3 | 4 | 5 | 6 | 7 | 8
hERG WT inh | -7.0 | 25.8 | 13.4 | 1.2 | -5.0 | -7.2 | -4.2 | .
Tb PFK block | 4.4% | -4.7% | -10.5% | -0.2% | 0.4% | 0.5% | -2.2% | -8.6%
Giardia killer | 6.2 | -22.4 | -7.4 | -21.9 | 5.8 | 13.0 | -4.2 | -14.7
Coupling enz | -4.6 | 4.6 | . | 1.7 | -21.5 | -0.1 | -0.5 | -1.5
TCR act | -2.9% | -2.1% | 2.4% | 1.7% | -7.2%[46.1 µM] | -4.8% | 3.9% | -7.0%[46.1 µM]
MLL CXXC-DNA inh | 9.6% | -1.8% | . | -6.5% | 0.4% | 2.5% | 9.5% | 2.9%
Chronic BCR inh | ? | -0.2% | ? | -0.2% | ? | 4.0% | ? | 12.3%
GALK inh | -1.1% | 10.9% | . | -3.2% | -3.0% | -2.9% | -0.1% | -1.4%
TSHR antagonist | 16.0 | 24.0 | 14.7 | 18.0 | -30.7 | -12.4 | -11.3 | -5.6
A-T KAP1 phos | -12.7% | 27.5% | 4.1% | 5.3% | . | 5.4% | -8.1% | 3.3%

Three compounds already listed, sorted by the value under TSHR antagonist, falling:
cpd | smiles | TSHR antagonist
2 | O=C(Cn1nc(-c2ccc3c(c2)OCCO3)ccc1=O)Nc1ccc(-n2cnnn2)cc1 | 24.0
4 | Cn1nnc2cc(NC(=O)Nc3cccc(C(F)(F)F)c3)ccc21 | 18.0
3 | O=C(Cc1cccs1)N1CCN(S(=O)(=O)c2ccc(F)c(F)c2)CC1 | 14.7

Next records follow.
9) Cc1nc2ccccc2c2oc(C(=O)NCCCN3CCCC3=O)cc12
10) Cc1c(NC(=O)COC(=O)CCC(=O)c2ccc(Cl)cc2)c(=O)n(-c2ccccc2)n1C
11) CC(C)CN(C(=O)COC(=O)C1=COCCO1)c1c(N)n(Cc2ccccc2)c(=O)[nH]c1=O
12) CC(C)(C)NC(=O)c1ccncc1
13) O=C(CNC(=O)c1ccccc1)NCC(=O)OCC(=O)c1ccc(F)cc1
14) O=C(Nc1ccc(S(=O)(=O)N2CCOCC2)cc1)c1ccc(Br)o1
15) CCN(Cc1ccccc1)C(=O)CCc1nc(CN2CCN(C(=O)c3ccc([N+](=O)[O-])cc3)CC2)no1
16) CCc1cc(=O)[nH]c(SCCc2ccccc2)n1

assay / entry | 9 | 10 | 11 | 12 | 13 | 14 | 15 | 16
hERG WT inh | -29.2 | -5.0 | 5.0 | -29.3 | -17.9 | 13.3 | 17.3 | -6.7
Tb PFK block | -2.7% | -6.6% | -0.8% | -0.1% | -1.9% | 0.0% | 0.0% | 1.5%
Giardia killer | -7.0 | -10.1 | -8.2 | -24.8 | 2.7 | 8.7 | -7.0 | -24.5
Coupling enz | 0.5 | 4.0 | . | 1.2 | -2.9 | 1.2 | 3.5 | -1.8
TCR act | 0.8%[46.1 µM] | 6.1% | -6.8% | 0.8% | 2.1%[46.1 µM] | 4.2% | -3.0% | -4.7%
MLL CXXC-DNA inh | 6.6% | 5.8% | . | 2.4% | 2.5% | -6.4% | -4.1% | 0.3%
Chronic BCR inh | 13.0% | ? | 0.7% | 6.0% | ? | ? | -0.3% | ?
GALK inh | -1.6% | 11.3% | . | 3.7% | . | 0.3% | -4.1% | 0.6%
TSHR antagonist | 6.7 | 3.5 | 1.1 | -2.7 | 0.6 | 0.1 | -6.3 | -10.3
A-T KAP1 phos | 3.3% | 3.9% | 1.6% | . | -0.7% | -5.3% | 9.5% | 11.7%

17) Cc1cccn2c(CNCCCn3ncc4ccccc43)c(C(=O)N3CCCCC3)nc12
18) N#C/C(=C\c1ccc[nH]1)C(=O)c1ccccc1
19) O=C(O)CCC(=O)Nc1ccc(N2CCCCC2)c(C(=O)O)c1
20) O=C(CN1CCC(C(=O)c2ccc(F)cc2)CC1)Nc1ccccc1
21) Cc1cc(NC(=O)COc2ccc(Cl)cc2Cl)n(-c2ccccc2)n1
22) COc1ccccc1CNCC(O)(c1ccc(Cl)cc1)c1ccc(Cl)cc1
23) Cc1c(C(=O)N2CCCC2)c(S(=O)(=O)Nc2ccccc2)c(C)n1C
24) CCN(C(=O)C(C)Sc1ccc(S(=O)(=O)N2CCOCC2)cn1)c1ccccc1 (stereo not drawn)

assay / entry | 17 | 18 | 19 | 20 | 21 | 22 | 23 | 24
hERG WT inh | 11.0 | 8.1 | -5.6 | -3.5 | 12.4 | 10.9 | 1.4 | 1.4
Tb PFK block | 0.9% | 3.6% | -1.0% | 4.6% | -4.3% | -0.7%[0.46 µM] | -10.4% | -0.3%
Giardia killer | -5.1 | -13.5 | 6.3 | 8.8 | -0.4 | 10.9 | -3.7 | -4.2
Coupling enz | 2.2 | -2.2 | -1.5 | -0.3 | 2.6 | -1.0 | -0.3 | .
TCR act | -3.5% | 2.6% | 0.2%[46.1 µM] | . | 2.6% | 2.5% | 4.1% | -0.9%
MLL CXXC-DNA inh | -3.8% | -18.1% | -0.8% | 7.9% | -0.6% | 4.4% | 3.7% | .
Chronic BCR inh | -3.1% | ? | -5.2% | -3.0% | 0.1% | ? | 2.7% | 2.5%
GALK inh | 6.7% | 0.6% | -4.7% | 10.2% | -1.5% | -1.7% | -0.3% | .
TSHR antagonist | -6.8 | 6.6 | -4.1 | -11.0 | -16.8 | 14.8 | 8.0 | -2.9
A-T KAP1 phos | -3.8%[11.5 µM] | -2.8% | . | 4.6% | -1.0% | 3.9% | 9.8% | 1.1%

Single records (already shown). Order of screens: hERG WT inh | Tb PFK block | Giardia killer | Coupling enz | TCR act | MLL CXXC-DNA inh | Chronic BCR inh | GALK inh | TSHR antagonist | A-T KAP1 phos
O=C(O)CCC(=O)Nc1ccc(N2CCCCC2)c(C(=O)O)c1 across the screens: -5.6 | -1.0% | 6.3 | -1.5 | 0.2%[46.1 µM] | -0.8% | -5.2% | -4.7% | -4.1 | .
Cc1cc(NC(=O)COc2ccc(Cl)cc2Cl)n(-c2ccccc2)n1 across the screens: 12.4 | -4.3% | -0.4 | 2.6 | 2.6% | -0.6% | 0.1% | -1.5% | -16.8 | -1.0%
